mIDH1 inhibitor – qHTS for Inhibitors of mutant isocitrate dehydrogenase 1 (IDH1): qHTS | Potency, µM (doses to about 76.6 µM), inactives show at the highest dose activity change, negative = inhibition, hits mostly inhibitors | IDH1-R132H enzyme, NADPH consumption, diaphorase/resazurin fluorescence | Isocitrate dehydrogenase [NADP] cytoplasmic (Homo sapiens), O75874 | AID 602179, 2012 | 390,000 tested, 0.093% active; further: potency means the concentration at half of the fitted maximal effect; on the % scale 0 is the no-effect control and ±100 the full control effect; nearly all actives have a fitted effect of over 65% in size
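IDH1-R132H (0.5 ug/mL dispensed) in pH 7.5 Tris buffer was preincubated 30 min with compound, then given a substrate mix of 0.016 mM NADPH and 2 mM alpha-KG for 80 min at room temperature; remaining NADPH was read by diaphorase/resazurin fluorescence.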
TRHR enhancer – qHTS for Small Molecule Agonists and Allosteric Enhancers of Human TRH Receptor: Primary Screen for Enhancers; Thyrotropin-releasing hormone receptor (Homo sapiens), P34981; TRHR cells, fluo-8 calcium fluorescence, EC20 TRH enhancement; enhancement, % at 2 µM; 360,000 tested, 0.66% active; in the data active means enhancement above about 30%; further: 0% is about no effect
Target sequence (P34981 whole entry, looked up): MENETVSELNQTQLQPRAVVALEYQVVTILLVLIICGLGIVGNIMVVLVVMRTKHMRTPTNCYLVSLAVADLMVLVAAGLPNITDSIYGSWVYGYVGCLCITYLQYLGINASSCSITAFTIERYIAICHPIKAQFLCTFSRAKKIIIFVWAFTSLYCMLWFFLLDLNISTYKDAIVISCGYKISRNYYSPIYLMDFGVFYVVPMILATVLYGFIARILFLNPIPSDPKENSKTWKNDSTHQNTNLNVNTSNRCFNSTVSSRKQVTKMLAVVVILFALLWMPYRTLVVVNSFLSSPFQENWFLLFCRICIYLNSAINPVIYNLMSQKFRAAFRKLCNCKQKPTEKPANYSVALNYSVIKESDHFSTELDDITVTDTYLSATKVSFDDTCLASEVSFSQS
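Enhancer read-out: after compound pinning and an initial kinetic agonist-mode read, an EC20 of TRH (10 nM final) was injected and fluo-8 calcium signal (Ex 480/Em 530) followed at 1 s/cycle for 100 cycles in TRHR-expressing cells.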
USP1-UAF1 inh – Inhibitors of USP1/UAF1: Primary Screen; Ubiquitin carboxyl-terminal hydrolase 1 (Homo sapiens), O94782; recombinant USP1/UAF1, Ub-Rhodamine cleavage fluorescence; Potency, µM (top dose mostly 57.1 µM), without a hit: at the highest dose activity change, negative = inhibition, most hits filed as inhibitors; AID 743255, 2014; 390,000 tested, 0.23% active; further: potency means the concentration at half of the fitted maximal effect; on the % scale 0 is the no-effect control and ±100 the full control effect; nearly all actives have a fitted effect of over 60% in size; inactives centre near -12
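USP1/UAF1 complex (1 nM) preincubated 15 min at room temperature with compound, then Ub-Rho substrate (150 nM final) added. Kinetic fluorescence at 480/540 nm over 6 reads at 60 s intervals; 50 mM HEPES pH 7.8, 0.5 mM EDTA, 0.1 mg/ml BSA, 1 mM TCEP, 0.01% Tween-20.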
rTrxR1 inhibitor – qHTS Assay for Inhibitors of Mammalian Selenoprotein Thioredoxin Reductase 1 (TrxR1): qHTS | Thioredoxin reductase 1, cytoplasmic (Rattus norvegicus), O89049 | recombinant rTrxR1, NADPH fluorescence consumption, selenite substrate | Potency, µM (series often up to 114 µM), inactives show top-dose activity change, negative = inhibition, actives largely listed as inhibitors | 390,000 tested, 1% active; further: potency means the concentration at half of the fitted maximal effect; on the % scale 0 is the no-effect control and ±100 the full control effect; nearly all actives have a fitted effect of over 65% in size
Target sequence (O89049 whole entry, looked up): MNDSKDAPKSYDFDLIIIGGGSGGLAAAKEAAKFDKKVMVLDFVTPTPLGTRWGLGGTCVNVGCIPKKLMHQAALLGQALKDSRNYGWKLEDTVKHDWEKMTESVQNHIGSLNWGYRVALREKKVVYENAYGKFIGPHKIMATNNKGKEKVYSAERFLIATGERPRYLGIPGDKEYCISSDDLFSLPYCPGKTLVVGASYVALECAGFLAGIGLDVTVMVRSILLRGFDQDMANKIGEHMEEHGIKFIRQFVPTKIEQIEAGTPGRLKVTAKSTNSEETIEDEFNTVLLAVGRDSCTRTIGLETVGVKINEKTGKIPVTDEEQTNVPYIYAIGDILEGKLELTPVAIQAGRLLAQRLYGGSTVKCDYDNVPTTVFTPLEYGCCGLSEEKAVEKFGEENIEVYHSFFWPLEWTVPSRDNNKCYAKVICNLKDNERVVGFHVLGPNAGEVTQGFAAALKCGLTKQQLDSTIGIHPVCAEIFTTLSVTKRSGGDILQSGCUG
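Rat TrxR1 (90 nM in the dispensed reagent) was pre-reduced with 400 uM NADPH for 5 min at room temperature, then incubated with compound for 15 min. After 400 uM selenite was added, NADPH fluorescence (Ex 340/Em 450 nm) was followed for 8 min.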
PI4K2A block – qHTS for small molecular inhibitors of PI4K2A. Phosphatidylinositol 4-kinase type 2-alpha (Homo sapiens), Q9BTU6. purified PI4K2A, ADP-Glo luminescence, 1 h; hits give low values. activity change, negative = inhibition, % at 76.9 µM. 420,000 tested, 0.13% active. AID 1346378, 2018; in the data active means activity change below about -50%; inconclusive means mostly about -30% to -49%;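 further: -100% = wells without enzyme as full effect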
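In this quantitative HTS, ADP production by PI4K2A was quantified luminescently after 1 h at ambient temperature; 100 microM adenosine served as plate-quality control.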
D2 antagonist – HTS Assay for Allosteric Antagonists of the Human D2 Dopamine Receptor: Primary Screen for Antagonists; inhibition, % at 10 µM; D(2) dopamine receptor (Homo sapiens), P14416; HEK293 TREx D2 cells, calcium flux, dopamine EC80; 340,000 tested, 2% active; AID 485344, 2010; in the data active means inhibition above about 30%; further: 0% is about no effect
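Antagonism is scored as inhibition of an EC80 dopamine-evoked calcium signal in a force-coupled, tetracycline-inducible HEK293 T-REx D2 line, with compound present 180 s before agonist.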
TRHR agonist – qHTS for Small Molecule Agonists and Allosteric Enhancers of Human TRH Receptor: Primary Screen for Agonists | activation, % at 2 µM | 360,000 tested, 0.18% active | TRHR cells, calcium flux fluo-8, FDSS agonist mode | Thyrotropin-releasing hormone receptor (Homo sapiens), P34981; in the data active means activation above about 30%; further: 0% is about no effect
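Fluo-8-loaded TRHR cells; 10 s baseline, compound added, kinetic Ca2+ fluorescence read 1/s, agonist mode.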
TrxR1 substrate – qHTS Assay for Substrates of Mammalian Selenoprotein Thioredoxin Reductase 1 (TrxR1): qHTS | purified TrxR1 substrate turnover, NADPH consumption readout | Potency, µM (highest dose often 114 µM), for the others: at the top dose activity change, negative = substrate turnover | 390,000 tested, 0.01% active | AID 588456, 2011; further: potency means the concentration at half of the fitted maximal effect; on the % scale 0 is the no-effect control and ±100 the full control effect; nearly all actives have a fitted effect of over 50% in size
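Rat TrxR1, dispensed at 90 nM, was prereduced with 400 uM NADPH (final) for 5 min at ~22 deg C, then incubated with compound 15 min before 400 uM selenite. A first-read NADPH fluorescence drop versus no-compound background flagged substrates.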
D2 agonist – HTS Assay for Allosteric Agonists of the Human D2 Dopamine Receptor: Primary Screen for Agonists; D(2) dopamine receptor (Homo sapiens), P14416; HEK293 T-REx D2 cells, calcium flux agonist mode; activation, % at 2 µM; 340,000 tested, 0.53% active; AID 485358, 2010;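 active means activation over 3 SD above normal in the single-dose calcium agonist read, cut at about 30% in these data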; further: 0% is about no effect
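Agonism scored from kinetic calcium signal (1 read/sec, 180 s) following compound pin transfer, after a 10 s baseline. Cells: HEK293 Trex line expressing inducible D2 receptor coupled to calcium, dye-loaded after overnight culture at 30 C.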
* marks the source's active call; other numbers are inactive results; ? = inconclusive; . = not tested or not shown; & = joins results of further samples; [ ] = dose if it differs, or a comment. Unless noted, the call rests on the fitted dose curve; in most records, active means well fitted inhibition curve with a large enough effect; inconclusive means small, poorly fitted or top-dose-only effect; inactive means no such curve, though single readings can be large or run the other way. Hits appear at their usual frequency. About 3.9% of those tested had a hit in this group.

Each structure is followed by: rTrxR1 inhibitor | PI4K2A block | mIDH1 inhibitor | TRHR agonist | USP1-UAF1 inh | D2 antagonist | TRHR enhancer | D2 agonist | TrxR1 substrate
CC(NC(=O)c1ccc(Cl)cc1Cl)C(c1ccccc1)N1CCOCC1 (stereo not given)
  17%[57.1 µM] | 6 | 0% | -2.0 | -24% | 13 | -2 | -0.3 | 7%[57.1 µM]
N=c1c2c3c(sc2ncn1N)CCCC3
  13% | -3 | 0% | 0.2 | -18% | -16 | -3 | -0.4 | 5%
Cc1nc(CNS(=O)(=O)c2cccc(F)c2)cs1
  -4%[57.1 µM] | -1 | 1% | -0.8 | -3% | 3 | 23 | 0.0 | 1%[57.1 µM]
CC(C)N(Cc1ccccc1)C(=O)CSc1nccn1C
  19% | 6 | 1% | -0.5 | -11% | 8 | -7 | 2.2 | -2%
O=C(Oc1ccc2c3c(c(=O)oc2c1)CCCC3)c1cccs1
  19% | 2 | 13% | -0.2 | -23% | 2 | -5 | -0.2 | 43%[activator]
CCOc1ccc(CNCCNC(=O)c2nonc2N)cc1
  12%&22% | 3&-1 | -1%&-1% | 0.1&-0.1 | -23%&2% | -3 | -4&0 | 1.5&-0.9 | -1%&4%
Cc1ccc(-c2c(CN3CCN(c4cccc(C)c4)C(C)C3)csc2C)cc1 (stereo not given)
  4% | -7 | 33%[activator] | -0.1 | -11% | . | 4 | -0.7 | -4%
CCCCCn1c(=O)[nH]c2cc(C(=O)Nc3cc(C)cc(C)c3)ccc2c1=O
  25% | 0 | -9% | 0.4 | -16% | . | 2 | 0.7 | 3%
COc1cc(C(=O)N/N=c2/sc3ccccc3n2C)cc(OC)c1OC
  18% | 1 | 5% | -0.3 | -20% | -19 | 4 | 0.7 | 0%
CC(C)c1ccc(-c2nc(C(N)=O)c3c(n2)n(-c2ccc4c(c2)OCO4)c(=O)n3C)cc1
  26%[57.1 µM] | -1 | 3% | 0.5 | -24% | . | -1 | -0.8 | 13%[57.1 µM]
Cc1cccc(/C=N/n2c(-c3cc(-c4ccccc4)n[nH]3)n[nH]c2=S)c1
  -14% | -6 | ? | -0.8 | -6% | 10 | 5 | -0.7 | 2%
CNC(=O)COC(=O)/C=C/c1ccc(F)cc1
  13%[57.1 µM] | 0 | 0% | 0.2 | -10% | 14 | -5 | 0.3 | 6%[57.1 µM]
COc1ccc(CCNC(=O)CC(=O)N/N=C/c2ccc(C(=O)O)cc2)cc1OC
  6%[57.1 µM] | 4 | 7% | 0.7 | -11% | 7 | 10 | -2.2 | -7%
COc1ccccc1-c1coc2cc(O)cc(O)c2c1=O
  2% | 1 | 2% | -0.6 | -18% | -4 | -2 | 0.8 | -7%
COc1ccccc1N(CC(=O)Nc1cccc(C(F)(F)F)c1)S(C)(=O)=O
  -15% | -1 | -9% | -0.8 | -10% | 7 | 4 | -1.2 | -9%
Cc1ccc(C)c(CSC2=NC(C)(C)Nc3ccccc32)c1
  6% | 3 | . | -0.3 | -14% | . | 6 | -0.1 | 0%
COc1cccc(CN2CCN(C(=O)c3oc4c(F)cccc4c3C)CC2=O)c1
  -6% | -5 | 9% | -0.2 | -12% | 8 | 0 | -1.5 | -9%
O=[N+]([O-])c1cc(-c2ncccn2)cs1
  -10% | -2 | 8% | 0.4 | -10% | 7 | 3 | 0.9 | -5%
Cc1ccc(S(=O)(=O)N(CC(=O)Nc2ccc(F)cc2F)Cc2ccc(F)cc2)cc1
  21%[11.4 µM] | -6 | 26% | 3.8 | -27% | . | 0 | -0.2 | -4%
CCOCCn1c(=NC(=O)c2ccc3c(c2)OCCO3)sc2cc(OCC)ccc21
  35%[57.1 µM] | -2 | -1% | 0.2 | ? | . | -2 | 0.4 | 44%[activator][57.1 µM]
COc1ccccc1C(=O)COC(=O)c1cc([N+](=O)[O-])ccc1N1CCOCC1
  9% | 3 | 3% | -0.3 | -13% | -9 | 13 | -0.8 | 0%
Cc1ccc(C)c(NC(=S)N2CCN(CCO)CC2)c1
  -13% | 3 | 3% | 0.2 | -12% | 5 | 10 | 0.7 | -1%
CCc1sc(N2C(=O)C3C4CCC(C4=C(C)C)C3C2=O)nc1-c1ccccc1 (stereo not given)
  30% | 3 | 6% | -0.2 | -22% | -29 | 11 | -0.1 | 7%
Cc1ccc(C(c2nnnn2C2CCCC2)N2CCc3ccccc32)cc1 (stereo not given)
  -19% | 0 | 5% | -0.8 | -6% | -12 | 0 | -1.3 | -12%
O=C(NC1CCCCC1)c1cc([N+](=O)[O-])ccc1N1CCCCC1
  7% | -11 | 6% | 0.3 | -19% | 8 | -5 | -0.9 | -1%
O=C(COc1ccccc1[N+](=O)[O-])Nc1ccc(Br)cc1
  10% | -1 | 0% | -0.2 | -9% | -11 | 3 | 1.0 | 2%
Cc1ccccc1OCCC(=O)Nc1ccc(N2CCOCC2)cc1N1CCOCC1
  12% | -2 | 2% | -0.3 | -23% | 0 | 1 | 0.4 | 1%
CC1CCC(NC(=O)CSc2ccc(S(=O)(=O)N(C)C)cn2)CC1 (stereo not given)
  14% | -1 | 2% | 0.3 | -15% | -5 | 0 | -0.4 | 3%
N/C(Cc1ccc([N+](=O)[O-])cc1)=N\OC(=O)COc1ccc2ccccc2c1
  9% | 1 | -1% | 1.0 | -21% | -25 | 8 | 1.5 | 4%[57.1 µM]
S=c1nc(-c2ccc(Cl)cc2)[nH][nH]1
  -13% | -3 | -5% | -0.5 | -23% | -15 | -8 | 0.9 | 1%
COCCCNC(=O)C1CCN(c2ccc(N3CCOCC3)nn2)CC1
  20% | -3 | -7% | 0.5 | -25% | -10 | -4 | 1.0 | 51%[activator]
Cc1nnc(NNS(=O)(=O)c2ccc(Cl)cc2)[nH]c1=O
  25% | 5 | 4% | 0.6 | 2% | -1 | 1 | -0.2 | 2%
CN1CCN(c2ccccc2NC(=O)c2ccc(-c3ccccc3[N+](=O)[O-])o2)CC1
  -12% | 0 | 0% | -0.3 | -16% | -8 | 9 | -0.4 | -16%
COc1ccc(OCCn2cncn2)cc1
  -5% | 1 | 7% | -0.8 | 4% | -18 | 16 | -1.3 | -5%
COc1cc(OC)cc(C(=O)N2CCCC(Nc3ccc(F)cc3)C2)c1 (stereo not given)
  16% | 0 | 3% | -1.1 | -19% | 8 | -3 | -0.5 | -4%
CC1CCN(C(=O)COC(=O)[C@H](C)NS(=O)(=O)/C=C/c2ccccc2)CC1
  9%[57.1 µM] | -7 | -6% | 0.3 | -5% | 6 | -2 | -0.3 | 2%[57.1 µM]
O=C(Cc1ccccc1F)c1ccc(O)cc1O
  6%[57.1 µM] | -3 | -7% | -0.1 | -12% | 2 | -2 | 0.1 | 0%[57.1 µM]
CCOc1ccc(S(=O)(=O)c2c(C(=O)c3ccc(C)c(C)c3)cnc3ccccc23)cc1
  -6% | 4 | -27% | 0.6 | -20% | . | -8 | 0.5 | -3%
CCOC(=O)N1CCOCCOCCN(C(=O)OCC)CCOCC1
  2%[57.1 µM] | 2 | 7% | 2.2 | -2% | 4 | 4 | 0.0 | 6%[57.1 µM]
CN(c1ccc(C(=O)Nc2ccc(CC#N)cc2)cc1)S(C)(=O)=O
  17% | 1 | 0% | 0.6 | -20% | 41* | 3 | 0.2 | 4%
O/N=C1\CCCC\C1=C/c1ccccc1
  -6% | 6 | 1% | -0.6 | -4% | 7 | 7 | 0.3 | -1%
Cn1c(=O)[nH]c(=O)c2c1nc(CN1CCN(c3ccc(F)cc3)CC1)n2CCN1CCOCC1
  11% | 1 | 10% | 1.0 | -12% | -9 | -1 | -0.1 | 6%
CCc1ccccc1NC(=O)c1cc(S(=O)(=O)N(CC)c2ccccc2)ccc1F
  20%[57.1 µM] | -3 | 8% | 0.3 | -19% | . | -1 | 1.0 | 4%[57.1 µM]
O=C(CCCl)N1CCCC2(CCCCC2)C1
  0% | 0 | -2% | -0.4 | -16% | -11 | 0 | 0.5 | -1%

Ordered by length of the SMILES (rising): 5 of the compounds above.
Each structure is followed by: rTrxR1 inhibitor | PI4K2A block | mIDH1 inhibitor | TRHR agonist | USP1-UAF1 inh | D2 antagonist | TRHR enhancer | D2 agonist | TrxR1 substrate
O/N=C1\CCCC\C1=C/c1ccccc1
  -6% | 6 | 1% | -0.6 | -4% | 7 | 7 | 0.3 | -1%
O=C(Cc1ccccc1F)c1ccc(O)cc1O
  6%[57.1 µM] | -3 | -7% | -0.1 | -12% | 2 | -2 | 0.1 | 0%[57.1 µM]
CCOC(=O)N1CCOCCOCCN(C(=O)OCC)CCOCC1
  2%[57.1 µM] | 2 | 7% | 2.2 | -2% | 4 | 4 | 0.0 | 6%[57.1 µM]
CCOc1ccc(S(=O)(=O)c2c(C(=O)c3ccc(C)c(C)c3)cnc3ccccc23)cc1
  -6% | 4 | -27% | 0.6 | -20% | . | -8 | 0.5 | -3%
Cn1c(=O)[nH]c(=O)c2c1nc(CN1CCN(c3ccc(F)cc3)CC1)n2CCN1CCOCC1
  11% | 1 | 10% | 1.0 | -12% | -9 | -1 | -0.1 | 6%

Compound activity (PubChem BioAssay)
